# TGFb inhibitor: inhibitors of TGF-b signaling. Potency, µM (series often up to 46.1 µM), without a hit: top-dose activity, negative = inhibition, most hits filed as inhibitors. AID 588855. hit rate 1.2% among 410,000. HepG2 CAGA-GFP TGF-b/SMAD3 reporter, GFP fluorescence, 18 h; TGF-beta stimulated, 500 pg/mL final; note: potency is the fitted concentration of half-maximal effect; % is set by controls: 0 for no effect and ±100 for the full control effect; nearly all actives have a fitted effect of over 65% in size
#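 Cell-based qHTS in HEPG2 carrying a CAGA-GFP Smad reporter; compounds added before 500 pg/mL final TGF-beta, 18 h incubation at 37 degrees C, GFP fluorescence quantified per cell by imaging cytometry.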
# EPAC2 antag: antagonists of human EPAC2; Q8WZA2; EPAC2 GEF exchange of Rap1B-BODIPY-GDP, fluorescence; Potency, µM (doses to about 114 µM), without a hit: at the top dose activity, negative = inhibition, usual class: inhibitors; hit rate 0.18% among 360,000; AID 720708; note: potency is the fitted concentration of half-maximal effect; % is set by controls: 0 for no effect and ±100 for the full control effect; nearly all actives have a fitted effect of over 45% in size; many of its hits are not listed in these tables
# Target sequence (Q8WZA2 whole entry, looked up): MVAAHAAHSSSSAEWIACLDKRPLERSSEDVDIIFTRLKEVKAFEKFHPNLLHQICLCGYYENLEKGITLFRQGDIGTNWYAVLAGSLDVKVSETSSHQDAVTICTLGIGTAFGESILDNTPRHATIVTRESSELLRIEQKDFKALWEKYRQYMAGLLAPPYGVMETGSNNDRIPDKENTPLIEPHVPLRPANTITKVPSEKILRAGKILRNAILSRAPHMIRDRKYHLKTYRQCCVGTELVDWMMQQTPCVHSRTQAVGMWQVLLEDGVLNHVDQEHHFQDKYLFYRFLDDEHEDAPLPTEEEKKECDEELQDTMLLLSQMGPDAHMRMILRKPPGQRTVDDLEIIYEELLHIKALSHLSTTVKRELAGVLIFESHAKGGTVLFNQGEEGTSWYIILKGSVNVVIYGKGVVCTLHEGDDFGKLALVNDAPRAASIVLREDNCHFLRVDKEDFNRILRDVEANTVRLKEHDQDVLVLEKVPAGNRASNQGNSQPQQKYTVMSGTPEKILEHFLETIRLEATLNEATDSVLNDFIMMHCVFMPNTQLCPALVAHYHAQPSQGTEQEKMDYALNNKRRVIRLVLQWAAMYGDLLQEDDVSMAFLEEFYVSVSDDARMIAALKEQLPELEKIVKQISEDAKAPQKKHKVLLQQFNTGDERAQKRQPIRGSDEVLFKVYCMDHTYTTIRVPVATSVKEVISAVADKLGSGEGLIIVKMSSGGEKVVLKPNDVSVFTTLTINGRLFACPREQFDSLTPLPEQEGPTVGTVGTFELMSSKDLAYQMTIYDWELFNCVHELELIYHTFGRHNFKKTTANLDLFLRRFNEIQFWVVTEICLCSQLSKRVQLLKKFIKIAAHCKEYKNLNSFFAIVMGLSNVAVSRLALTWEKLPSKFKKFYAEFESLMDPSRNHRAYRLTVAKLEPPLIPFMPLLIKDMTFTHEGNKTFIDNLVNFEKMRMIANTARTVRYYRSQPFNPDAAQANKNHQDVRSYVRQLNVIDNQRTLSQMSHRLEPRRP
# EPAC2 ag: activates human EPAC2 exchange factor; Q8WZA2; EPAC2 activation, biochemical qHTS; response scale: 100% = 6.5 mM cAMP response; Potency, µM (series often up to 154 µM), without a hit: at the top dose activation, hits mostly activators; hit rate 0.079% among 360,000; AID 720711; note: potency is the fitted concentration of half-maximal effect; nearly all actives have a fitted effect of over 50% in size
#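 Exchange assay: 100 nM EPAC2 with 250 nM Rap1B-BODIPY-GDP and 50 uM GDP. Fluorescence (ex 480/em 540 nm) read every 5 min for 30 min at room temperature. Data normalized to 6.5 mM cAMP as agonist control.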
# CCT chaperon mod: modulators of cytosolic chaperonin (CCT/TRiC) activity. purified chaperonin ATPase assay, HTRF ADP detection, 30 min. activity change, % (no concentration beside the values), hits read low. hit rate 0.3% among 360,000. AID 651819; in the data active = activity change below about -30%; note: % is set by controls: 0 for no effect and ±100 for the full control effect
#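 Enzyme 40 or 20 nM (batch-dependent) in Tris pH 7.4/KCl/MgCl2/DTT; cpd 76 uM single point; ATP 10 uM; 30 min 37 °C; Transcreener ADP HTRF detection, 30 min RT; ratio 665/615.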
# Akt phos inh: Akt phosphorylation inhibition; activity change, % for hits at 50 µM; Neuro2A IGF-stimulated pAkt S473 HTRF, 20 min; stronger effect = lower value; hit rate 0.32% among 360,000; in the data active = activity change below about -80%; inconclusive = mostly about -51% to -80%; note: % is set by controls: 0 for no effect and ±100 for the full control effect
#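 Single-point screen (50 µM final compound) in Neuro2A cells stimulated 20 min with 6 nM IGF at 37 deg C. After lysis, Ser473-phosphorylated Akt read by HTRF (ex 330 nm, em 615/665 nm) as the 665/615 ratio.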
# MmCpn inh: M. maripaludis TRiC chaperonin inhibition | purified Mm-Cpn ATPase, ADP Transcreener TR-FRET | Potency, µM (series often up to 76.9 µM), without a hit: at the highest dose activity, negative = inhibition, actives largely listed as inhibitors | hit rate 0.031% among 330,000; note: potency is the fitted concentration of half-maximal effect; % is set by controls: 0 for no effect and ±100 for the full control effect; nearly all actives have a fitted effect of over 80% in size
#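 ATP (10 uM final) was added to archaeal chaperonin (25 nM final) after 10 min exposure to test compound at 37°C; after 30 min further incubation, ADP was detected by competitive TR-FRET.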
# Nrf2 ARE act: Nrf2 pathway activation. AREc32 ARE-luciferase reporter (MCF7-derived line), luminescence, 24 h. Potency, µM (titrated, usually from 46.1 µM), inactives show top-dose activation, hits mostly activators. hit rate 0.31% among 410,000. AID 624171; note: potency is the fitted concentration of half-maximal effect; % of control where 0% means no effect; nearly all actives have a fitted effect of over 65% in size
#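 Luminescent ARE reporter assay in AREc32_Fluc cells: overnight plating at 37 deg C, 24 hr compound incubation, Steady-Glo added, 30 min RT before reading.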
# A549 tox: A549 cytotoxicity, counter-screen for Nrf2 inhibitors; A549 ARE-Fluc cells, CellTiter-Fluor viability, 18-24 h; Potency, µM (titrated, usually from 46 µM), for inactives: at the highest dose activity change, negative = cytotoxicity, usual class: inhibitors; hit rate 0.16% among 390,000; AID 504648; note: potency is the fitted concentration of half-maximal effect; % is set by controls: 0 for no effect and ±100 for the full control effect
#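 A549 ARE-Fluc cells in 5% FBS OPTI-MEM, 5000 cells/well, rested 2 h then exposed to compounds in concentration-response for 18-24 h at 37 °C. Viability by CellTiter-Fluor fluorescence (Ex 405/Em 525) after 30 min; luciferase luminescence (BugLite, 15 min, RT) read afterwards.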
# Nrf2 inh: blocks Nrf2 signaling; A549 ARE-Fluc reporter, luciferase luminescence, 18-24 h; Potency, µM (doses to about 46 µM), inactives show at the top dose activity change, negative = inhibition, actives largely listed as inhibitors; hit rate 2.1% among 360,000; AID 504444; note: potency is the fitted concentration of half-maximal effect; % is set by controls: 0 for no effect and ±100 for the full control effect; nearly all actives have a fitted effect of over 60% in size
#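 Quantitative HTS in A549 cells stably bearing an antioxidant response element-firefly luciferase construct. Inhibition of Nrf2-driven transcription was scored by luminescence after 18-24 h of compound exposure at 37 °C.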
# An asterisk follows results filed as active; i = inactive; ? = inconclusive; / = no result given; [ ] = another dose, or the depositor's remark. Unless noted, calls come from the whole dose curve; as a rule, active = well fitted curve in the direction sought with a large enough effect; inconclusive = small, poorly fitted or top-dose-only effect, or another doubt; inactive = no such curve, though single readings can be large; an effect the other way counts as inactive or inconclusive. Only part of the results is shown. The share of hits here may be higher or lower than overall.
SMILES,TGFb inhibitor,EPAC2 antag,EPAC2 ag,CCT chaperon mod,Akt phos inh,MmCpn inh,Nrf2 ARE act,A549 tox,Nrf2 inh
O=C(NCc1cccs1)c1ccc(Br)o1,?,6%,-2%,-0.1,i,3%,-0.9%,-2%,18%
COC(=O)[C@@H]1C[C@H]1[C@@H](NP(=O)(c1ccccc1)c1ccccc1)c1ccccc1,7%,2%,6%,-0.9,i,-2%,12%,3%,?
Cc1ccnc(-n2c(-c3ccco3)nc3ccccc3c2=O)c1,-10%,6%,10%,-2.5,i,2%,-0.8%,-8%,5%
Cc1cccc(-n2c(O)c(C=NCc3cccnc3)c(=O)[nH]c2=O)c1C,-2%,10%,5%,0.5,i,-1%,0.1%,4%,?
CCCCCSc1cc(OC)c(CCN)cc1OC,?,14%,-1%,-1.3,i,0%,1.0%,16%,/
O=C(O)CSCC(=O)N(Cc1ccccc1)c1nc(-c2ccccc2)c(-c2ccccc2)s1,?,?,19%,-2.8,i,-7%,-0.4%,0%,?
CCC(=NCCc1c[nH]c2ccccc12)c1c(O)n(C)c(=O)n(C)c1=O,13%,-12%,-2%,-1.3,i,1%,3.2%,?,9.2µM*
C[C@H](CO)N1C[C@H](C)[C@H](CN(C)C(=O)Oc2cccc3ccccc23)OCc2cnnn2CCCC1=O,25%,3%,8%,0.5,i,/,-0.7%,/,/
O=c1[nH]c(=O)n(CCc2ccc(F)cc2)c(O)c1/C=N/N1CCCCC1,6%,-1%,-3%,-4.0,i,0%,2.5%,-11%,-3%
COC(=O)C1=C(c2cc3ccccc3s2)C[C@@H]2CC[C@H]1N2C(=O)N1CCCCC1,?,-2%,?,-3.4,i,/,5.2%,0%,?
Brc1ccc(Oc2ccc(Br)cc2Br)c(Br)c1,4%,?,11%,-1.9,i,-1%,0.3%,0%,?
c1ccc(CCNCc2cccnc2)cc1,4%,7%,10%,-0.2,i,-4%,-0.9%,-11%,-10%
Cc1ccccc1NP(=O)(Oc1ccccc1F)Oc1ccccc1F,-2%,-3%,19%,-0.6,i,-8%,0.2%,-19%,-18%
O=C([O-])c1ccc(-[n+]2c(-c3ccccc3)cc(-c3ccccc3)cc2-c2ccccc2)cc1,-6%,19%,-2%,-2.3,i,2%,-1.5%,-9%,-21%
Cc1cccc(N2C(=O)NC(=O)/C(=C/c3cc4c(cc3[N+](=O)[O-])OCO4)C2=O)c1,0%,-5%,5%,0.8,i,-2%,0.9%,0%,0%
Clc1ccc(CNCCc2ccc3c(c2)OCO3)cc1,-3%,-2%,2%,-4.7,i,2%,-0.8%,15%,-6%
S=C1CN=C(c2ccccc2)c2cc(Cl)ccc2N1,11%,2%,-2%,2.2,i,0%,0.0%,0%,2%
CC(Cc1ccccc1)NC(=O)CN1CCCC1=O (stereo unspecified),-4%,-11%,4%,-6.8,i,-4%,0.3%,8%,-5%
NC(=O)c1ccc(N=Cc2c(O)n(Cc3ccco3)c(=O)[nH]c2=O)cc1,27%,-1%,3%,0.8,i,-27%,-1.4%,7%,11%
CCOC(=O)C1(CCOc2ccccc2)CCN(Cc2cnc(SC)nc2)CC1,-14%,2%,12%,2.2,i,?,2.6%,-10%,?
CC(C)CCn1c(N)c(C(=O)NCc2cccs2)c2nc3ccccc3nc21,-1%,-3%,-29%,-0.5,i,-7%,-0.9%,4%,-22%
O=c1[nH]c(=S)[nH]c(O)c1/C=C1/C=c2ccccc2=N1,13µM*,-6%,2%,0.3,i,-1%,8.8%,1%,-17%
COc1ccc(CC(C)NCCc2ccc(OC)c(OC)c2)cc1 (stereo unspecified),7%,-2%,-6%,-0.6,i,1%,-0.4%,0%,2%
COP(=O)(OC)c1nc(-c2cccc3ccccc23)oc1N1CCCCC1,-1%,-5%,8%,-1.2,i,-3%,0.2%,-2%,?
CC12CCCCC1=NC(c1ccc(Br)cc1)N2O (stereo unspecified),22%,4%,5%,-1.7,/,-1%,0.0%,11%,/
COc1ccc(C(=O)C2CCCN(CCc3ccccc3)C2)cc1OC (stereo unspecified),2%,?,-12%,1.6,i,/,0.5%,/,/
Fc1ccccc1CCNCc1ccccc1,4%,8%,-10%,-1.4,i,1%,-0.4%,-3%,1%
Fc1cccc(F)c1CN1CCN(c2ccc(Cl)cc2)CC1,-28%,-2%,13%,0.8,i,1%,-0.1%,5%,1%
COc1ccccc1N1CCN(Cc2ccccc2F)CC1,-4%,-2%,4%,2.3,i,0%,0.1%,3%,2%
Cc1nc2ccccc2c(=O)n1-c1ccc(F)cc1,-12%,8%,0%,2.9,i,-1%,-0.6%,-5%,6%
O=C(CN1CCCC1=O)Nc1ccccc1,?,5%,-7%,-0.1,i,2%,2.6%,-8%,/
COc1cc(CC(C)N)c(OC)cc1I (stereo unspecified),2%,-3%,-3%,0.1,i,/,1.0%,-20%,-11%
O=C(NCC(c1cccnc1)N1CCN(c2ccccc2)CC1)Oc1ccccc1 (stereo unspecified),-16%,0%,11%,-2.5,i,0%,-0.4%,19%,7%
CCOC(=O)C1=C(N)Oc2cc(C)oc(=O)c2C12C(=O)N1c3c(cccc32)C(C)=CC1(C)C (stereo unspecified),20%,-5%,5%,-2.3,i,0%,0.0%,-20%,-10%
CCOC(=O)c1c(C)n(CCN2CCN(C)CC2)c2ccc(OC)cc12,32%[activator],-2%[57.1 µM],7%,-3.8,i,-1%,-0.5%,28%,1%
C/C(=N\Nc1ccccc1)c1c(O)n(Cc2ccccc2)c(=O)[nH]c1=O,-2%,-13%,4%,-5.5,i,-1%,3.3%,12%,-18%
C#C[C@]1(O)CCC2C3C(=O)C=C4C(Cl)=CCC[C@]4(C)C3CC[C@@]21C (stereo partly specified),6%,?,0%,-0.2,i,/,?,-7%,8%
COc1ccc(C(=O)OC2C[C@H]3CC[C@H](C2)N3C)cc1OC (stereo partly specified),-14%,4%,5%,-0.4,i,0%,0.1%,0%,8%
OC(CNC1CCCCC1)C(F)(F)F (stereo unspecified),7%,-1%,-5%,1.3,i,-1%,0.1%,0%,4%
O=C(c1ccccc1F)c1cn(Cc2ccc(F)cc2)c2ccccc12,?,14%,1%,1.2,i,1%,2.3%,1%,?
CCOC(=O)C1=C(C)OC(N)=C(C(=O)OCC)[C@@]12C(=O)N(CC(N)=O)c1ccccc12,-14%,18%,-4%,2.3,i,0%,-0.3%,11%,15%
C[C@]12CC[C@H](OC(=O)CCC(=O)O)CC1=CCC1C2CC[C@@]2(C)C1CC[C@@H]2OC(=O)CCC(=O)O (stereo partly specified),6%,4%,6%,-1.9,i,2%,-1.0%,1%,-16%
O=C1C2CCCN2C(c2ccncc2)N1c1ccc(Cl)c(Cl)c1 (stereo unspecified),15%,6%,6%,-4.4,i,0%,0.5%,-5%,-20%
O=C(c1ccc(Cl)cc1)C1CCCN(Cc2ccc3nonc3c2)C1 (stereo unspecified),?,-18%,8%,1.5,i,0%,-0.8%,?,?
CCC(CC)NC1CCCCC1OC (stereo unspecified),0%,15%,4%,-2.0,i,0%,0.2%,-3%,5%
CC(=O)Nc1ccc(S(=O)(=O)N2Cc3cnnn3-c3ccccc3C2C#N)cc1 (stereo unspecified),-8%,4%,10%,1.5,i,/,-0.4%,1%,3%
Cc1cc(OCC(=O)N2CCN(CCc3ccncc3)CC2)ccc1Cl,?,/,/,/,/,/,3.6%,?,14%
O=C(C[N+]12CCC(CC1)C(O)C2)c1ccc(Br)cc1 (stereo unspecified),0%,1%,12%,0.7,i,1%,0.2%,3%,2%
COc1ccc(-c2nn(CCC#N)cc2C(=O)Nc2cccc([N+](=O)[O-])c2)cc1OC,5%,-12%,6%,-1.0,i,0%,-0.1%,-4%,-28%
CN1CC(C(=O)c2cccc(C(F)(F)F)c2)C(c2ccc(Cl)cc2)C1 (stereo unspecified),-7%,-6%,6%,-1.2,i,1%,3.8%,14%,15%

# Not a retest: entries from further up.
SMILES,TGFb inhibitor,EPAC2 antag,EPAC2 ag,CCT chaperon mod,Akt phos inh,MmCpn inh,Nrf2 ARE act,A549 tox,Nrf2 inh
C[C@]12CC[C@H](OC(=O)CCC(=O)O)CC1=CCC1C2CC[C@@]2(C)C1CC[C@@H]2OC(=O)CCC(=O)O (stereo partly specified),6%,4%,6%,-1.9,i,2%,-1.0%,1%,-16%
O=C1C2CCCN2C(c2ccncc2)N1c1ccc(Cl)c(Cl)c1 (stereo unspecified),15%,6%,6%,-4.4,i,0%,0.5%,-5%,-20%
O=C(c1ccc(Cl)cc1)C1CCCN(Cc2ccc3nonc3c2)C1 (stereo unspecified),?,-18%,8%,1.5,i,0%,-0.8%,?,?
CCC(CC)NC1CCCCC1OC (stereo unspecified),0%,15%,4%,-2.0,i,0%,0.2%,-3%,5%
CC(=O)Nc1ccc(S(=O)(=O)N2Cc3cnnn3-c3ccccc3C2C#N)cc1 (stereo unspecified),-8%,4%,10%,1.5,i,/,-0.4%,1%,3%
Cc1cc(OCC(=O)N2CCN(CCc3ccncc3)CC2)ccc1Cl,?,/,/,/,/,/,3.6%,?,14%

# Carrying on:
SMILES,TGFb inhibitor,EPAC2 antag,EPAC2 ag,CCT chaperon mod,Akt phos inh,MmCpn inh,Nrf2 ARE act,A549 tox,Nrf2 inh
COc1ccc(Cn2c(O)c(C=Nc3c(C)n(C)n(-c4ccccc4)c3=O)c(=O)[nH]c2=O)cc1,-1%,2%,0%,-0.3,i,1%,-0.8%,4%,9%
Cc1cc(OC(=O)N(C)C)nc(-c2ccc(C)c(Cl)c2)n1,-7%,-11%,7%,-2.2,i,3%,0.6%,-15%,-13%
CN1C(=O)C(=CN2CCN(C(=O)c3ccco3)CC2)C(=O)N(C)C1=S,-2%,8%,6%,-4.6,i,2%,0.1%,-5%,-4%
CCc1cccc(NC(=O)Cn2c(=O)oc3cc(S(=O)(=O)N4CCOCC4)ccc32)c1,-21%,7%,-5%,-0.6,i,1%,0.4%,-4%,?
